ERK EGF block: EGF-driven ERK pathway inhibition; Potency, µM (titrated, usually from 11.5 µM), inactives show top-dose activity change, negative = inhibition, most hits filed as inhibitors; HEK293-V1b, EGF-stimulated phospho-ERK AlphaScreen; hit rate 0.41% among 130,000; active = well fitted inhibition curve with a large enough effect; inconclusive = small, poorly fitted or top-dose-only effect, or effect the other way;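 note: plate controls were stimulated vehicle wells for no effect and unstimulated vehicle basal for full effect; nearly all actives have a fitted effect of over 55% in size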
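HEK293 cells stably expressing V1b receptor, serum-reduced (1% FBS) overnight, pretreated 30 min with compound, then stimulated 5 min with 25 nM EGF; phospho-ERK detected by AlphaScreen SureFire. AC50 from Hill fits, normalized to DMSO and EGF.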
* marks the source's active call; other numbers are inactive results; ? = inconclusive; & = joins results of further samples; [ ] = remark or other dose. Potency is the fitted concentration of half-maximal effect. Some of the compounds tested. The share of hits here may be higher or lower than overall.

SMILES	ERK EGF block
CC(c1ccccc1)n1c(-c2cccs2)nc2c(c(=O)c3ccccc3n2C)c1=O (stereo not drawn)	-13%[57.5 µM]
COC(=O)[C@@]1(Cc2ccc(F)cc2)[C@H]2c3cc(C(=O)N(C)C)n(CCc4ccccn4)c3C[C@H]2CN1C(=O)c1ccccc1	5%&6%
C/C(=N/NC(=O)c1cnccn1)c1ccncc1	2%
Cc1ccc2cc(CCNC(=O)c3ccc(C)c([N+](=O)[O-])c3)c(=O)[nH]c2c1	3%
Cc1ccc(N)cc1S(=O)(=O)N(C)C	-2%
O=C(Nc1ncn[nH]1)c1cc(S(=O)(=O)Nc2ccc(Cl)cc2)ccc1Cl	-3%
CCOC(=O)c1[nH]c(C)c(CN(C(C)=O)c2ccc(OCC)cc2)c1C	8%
Cc1ccc(Cl)c(OCCN2CCCC(C)C2)c1 (stereo not drawn)	7%
NCc1ccc2[nH]c(=O)[nH]c2c1	10%
COc1ccc(/C=N/N2CCN(C)CC2)c(OC)c1OC	2%
CC1(C)CC(=O)C(C=NCCN2CCN(CC(=O)Nc3ccc(F)cc3)CC2)=C(O)C1	-1%[57.5 µM]
O=C(Nc1cccc(S(=O)(=O)NC2=NCCCCC2)c1)c1cc(-c2ccccc2Cl)nc2ccccc12	-4%
Cc1c(Cl)cccc1Nc1nc(N)nc(CSc2nc3ccccc3s2)n1	-4%
Cc1cc(=O)c(C(=O)O)nn1-c1ccccc1	?
Nc1nonc1-n1nnc(C(=O)N/N=C/c2cccnc2)c1CSC1=NCCS1	6%[57.5 µM]
Cc1ccc(NC(=O)c2[nH]cnc2C(=O)NN)cc1	-3%
CCN(C(=O)Cn1cc(C(C)=O)c2ccccc21)c1ccccc1	2%
C/C(=N\NC(=O)c1ccc(NS(=O)(=O)c2cccs2)cc1)c1ccccn1	-5%[57.5 µM]
CCOC(=O)C1CCN(c2c(NCc3ccc(N(C)C)cc3)c(=O)c2=O)CC1	-3%[57.5 µM]
Cc1ccc(C(C)C)c(OC/C(O)=C(\C#N)c2nc3ccccc3[nH]2)c1	10%[57.5 µM]
COCCCN1C(=O)c2ccc(C(=O)OCC(=O)N(C)c3ccccc3)cc2C1=O	4%
CN(C)S(=O)(=O)N(CC(=O)N1CCN(Cc2ccccc2)CC1)c1ccccc1	-4%[57.5 µM]
CCN(CCn1cccn1)C(=O)CCc1nnc(C2CCCCC2)o1	-7%[57.5 µM]
CCOc1ccc(NC(=O)CN2C(=O)CSC(C)C2=O)cc1 (stereo not drawn)	-6%
Cc1ccccc1Cn1cnc2ccccc2c1=O	-1%
More results follow.
SMILES	ERK EGF block
CCC(=O)N(CC)Cc1cc(=O)[nH]c2ccccc12	-6%
CCN1CCN(C(c2ccc(OC)cc2)c2nnnn2Cc2ccc3c(c2)OCO3)CC1 (stereo not drawn)	-10%
Cc1cccc(N(C(=O)CCC(=O)Nc2cccnc2)C(C(=O)NC2CCCC2)c2ccncc2)c1 (stereo not drawn)	6%
CN(c1ccccc1)S(=O)(=O)c1cccc(NC(=O)CSc2ncn[nH]2)c1	3%
O=C(Nc1ccc(N2CCOCC2)c(S(=O)(=O)Nc2cc(Cl)ccc2Cl)c1)c1cccnc1	6%[57.5 µM]
COc1ccc2c(c1)-c1nc(/N=C/c3ccc(O)cc3)sc1CC2	1%
COC(=O)c1c(C)oc(C)c1S(=O)(=O)NCc1ccc(OC)cc1	-2%[57.5 µM]
CCOc1ccc(NC(=S)N(CCCN2CCCC2)Cc2cccn2Cc2ccc(Cl)cc2)cc1	4%
Fc1ccc2[nH]c3c(Cl)ncnc3c2c1	?
O=C(COC(=O)CCc1nc2ccccc2s1)Nc1nc(-c2ccccc2)cs1	0%
COCCSc1nnc(NC(=O)c2cc(OC)c(OC)cc2[N+](=O)[O-])s1	10%
CCOC(=O)c1nn(-c2ccc3ccccc3c2)cc1O	-9%
COC(=O)[C@@]1(Cc2ccccc2)[C@H]2c3cc(C(=O)N(C)C)n(Cc4ccsc4Br)c3C[C@H]2CN1C(=O)c1ccccc1	4%
CC(=O)Nc1ccc(Nc2ncnc(N)c2[N+](=O)[O-])cc1	3%[57.5 µM]
CN(C)CCC1Sc2ccccc2Oc2ccccc21 (stereo not drawn)	11%
CCOC(=O)N1CCC(N(CCN(C)C)C(=S)Nc2ccc(Oc3ccccc3)cc2)CC1	-9%
Cc1cccc(CCNC(=O)COc2cc(=O)n(C)c3ccccc23)c1	-3%
O=S(=O)(c1ccc(NC(=S)NN=C(C2CC2)C2CC2)cc1)N1CCOCC1	-7%[57.5 µM]
N#Cc1c(NC(=O)C2CC(Cl)=CCC2C(=O)O)sc2c1CCCCC2 (stereo not drawn)	-11%
COc1cc(OC)cc(C(=O)NNC(=O)c2ccccc2Br)c1	4%
COc1ccc(CCNc2ccc(N3C(=O)CC(C)C3=O)cc2[N+](=O)[O-])cc1 (stereo not drawn)	?
CCCCCCOc1ccc(N2C(=O)CC(N(CCc3ccc(S(N)(=O)=O)cc3)C(C)=O)C2=O)cc1 (stereo not drawn)	-6%
O=C(c1cnccn1)N1CCC[C@@]2(CCN(Cc3cc(C(F)(F)F)cc(C(F)(F)F)c3)C2)C1	-4%
Nc1cc(Cl)nc(N/N=C/c2ccc([N+](=O)[O-])cc2)n1	-9%
CCc1ccc(NC(=S)N(CCCN2CCN(C)CC2)Cc2cccs2)cc1	8%

Reformatted comma-delimited: part of the list above
Molecule,ERK EGF block
Cc1ccc(Cl)c(OCCN2CCCC(C)C2)c1 (stereo not drawn),7%
NCc1ccc2[nH]c(=O)[nH]c2c1,10%
COc1ccc(/C=N/N2CCN(C)CC2)c(OC)c1OC,2%
CC1(C)CC(=O)C(C=NCCN2CCN(CC(=O)Nc3ccc(F)cc3)CC2)=C(O)C1,-1%[57.5 µM]
O=C(Nc1cccc(S(=O)(=O)NC2=NCCCCC2)c1)c1cc(-c2ccccc2Cl)nc2ccccc12,-4%
Cc1c(Cl)cccc1Nc1nc(N)nc(CSc2nc3ccccc3s2)n1,-4%
Cc1cc(=O)c(C(=O)O)nn1-c1ccccc1,?

The listing continues.
SMILES	ERK EGF block
O=C(Nc1cccc(S(=O)(=O)NC2=NCCCCC2)c1)c1cc(-c2ccccc2)nc2ccccc12	-2%
COc1ccc(-c2nnc(SCC(=O)NNC(=O)c3ccc(C)cc3)o2)cc1	5%
Cc1cc(NC(=O)c2ccc(N3C(=O)C4C5C=CC(C5)C4C3=O)cc2)no1 (stereo not drawn)	-1%
CC(C)(C)NC(=O)CON=C1c2ccccc2-c2ccccc21	3%
O=C(Nc1cc2c(=O)n(-c3ccc(Oc4ccccc4)cc3)ccc2oc1=O)c1ccccc1	1%
CN(C)S(=O)(=O)NCCNC(=O)c1cc(OCC(F)(F)F)ccc1OCC(F)(F)F	1%
Cn1c(NNC(=O)c2ccc(C(C)(C)C)cc2)cc(=O)n(C)c1=O	4%
CC(C)(C)c1nnc(NC(=O)C2c3ccccc3Oc3ccccc32)s1	-4%[57.5 µM]
O=C(CSc1nnc(CNC(=O)c2c(F)cccc2Cl)o1)c1ccccc1	4%
Cc1ccc(NC(=O)CN2CCc3ccccc3C2)cc1S(=O)(=O)N(C)C	-2%
COC(=O)c1ccc(C(=O)OC)c(NC(=O)CN2CCCCC2)c1	-3%
COc1ccc(CNC(=O)C(=O)NCc2cccnc2)cc1	-8%
Cc1ccc2cccc(Oc3ncnc4sc(C)c(C)c34)c2n1	1%
O=C1c2ccccc2C(=O)N1CSc1nnc(Nc2ccccc2)s1	-85%
NC(=O)Cn1nnc(-c2ccc(CN3CCCCC3)cc2)n1	-3%
CN1CCN(NC(=S)NC2CCCCC2)CC1	3%
CC(c1ccccc1)C1CC(=O)N(c2cc(Cl)ccn2)C1=O (stereo not drawn)	-10%[57.5 µM]
COC(=O)CCCCNC(=O)Nc1ccccc1	-6%
COc1ccc(NC(=O)Cc2c(SC)c3ccccc3n2Cc2ccccc2)cc1	-2%
S=C(c1ccc(-c2ccc(Br)cc2)o1)N1CCOCC1	13%[57.5 µM]
COc1ccccc1NC(=O)c1ccc(NS(=O)(=O)c2cccc3cccnc23)cc1	-5%
Clc1ccc(CSc2ccc(-c3ccccn3)nn2)cc1	3%
O=C(O)c1ccnc(SCC(=O)c2ccccc2)c1	-4%
CN(C)S(=O)(=O)c1cccc(NC(=O)COC(=O)C2(c3ccccc3F)CCCC2)c1	-5%
CC1CCN(CC(=O)Nc2ccc(S(=O)(=O)NC3CC3)cc2)CC1	-1%[57.5 µM]
Remaining list, next part:
SMILES	ERK EGF block
COc1ccc(OC)c(S(=O)(=O)N2CCNCC2)c1	9%[57.5 µM]
O=C(/C=C/c1ccccc1[N+](=O)[O-])NCc1ccncc1	2%
Cc1ccc(S(=O)(=O)N2CCC(=O)N(C(CO)Cc3ccccc3)CC2)cc1 (stereo not drawn)	3%
CCOc1ccc(CCNC(=O)Cn2cccc2C(=O)c2ccccc2)cc1OCC	-2%
COc1ccc(C(=O)N2CCOCC2)cc1S(=O)(=O)N1CCCc2ccccc21	?
COc1cc(C(=O)N[C@@H](C)C(=O)NCc2ccco2)cc(OC)c1OC	-5%
O=C(Nc1cccc(S(=O)(=O)Nc2ccccc2Cl)c1)c1ccc(N2CCCC2)c([N+](=O)[O-])c1	14%
C/C(=N\NC(=O)COc1ccc(C(C)(C)C)cc1)c1ccc(N2CCOCC2)cc1	3%
COC(=O)c1cccc(Oc2cccc(C(F)(F)F)c2)n1	-13%
COc1cccc(CN2CCN(Cc3ccon3)CC2CCO)c1 (stereo not drawn)	-5%[57.5 µM]
O=C(O)c1ccc(O)c(O)c1	2%[57.5 µM]
CC(NC(=S)Nc1ccccc1)C1COc2ccccc2O1 (stereo not drawn)	-1%
S=C(NCc1ccc(Cl)cc1Cl)NC1CCCCC1	-2%
CC1CC(OC(=O)c2ccccc2O)CC(C)(C)C1 (stereo not drawn)	-27%
COc1ccc(/C=C2/C(=O)OCc3cc(OC)c(OC)cc32)c(OC)c1	?
O=C(O)c1cccc(N=NN2CCCCCC2)c1	10%
COc1cc(C(=S)N2CCOCC2)ccc1OS(=O)(=O)c1ccc(NC(C)=O)cc1	7%
O=C(COC(=O)CNS(=O)(=O)c1ccc2ccccc2c1)Nc1ccc2c(c1)OCO2	-16%
CCOC(=O)C(=NCCCN1CCOCC1)NNc1cccc(C(F)(F)F)c1	-5%
Cn1ccs/c1=N\C(=O)Nc1cccc(Cl)c1	-5%[57.5 µM]
Cc1nnc(SCC(=O)c2ccc(Cl)cc2)s1	-6%
COc1ccc(-c2ccc(CCC(=O)O)n2CC(=O)Nc2cccc(OC)c2)cc1	-12%
CCNC(=O)c1ccc(N(C)S(=O)(=O)c2cccs2)cc1	-2%[57.5 µM]
CN(C)c1nc(Cl)nc(N(C#N)CCOc2ccccc2)n1	0%
COC(=O)CC1(C(=O)OC)Oc2ccc(Br)cc2C(=O)N1c1cc(Cl)c(Cl)cc1Cl (stereo not drawn)	7%[57.5 µM]

Retrieved by structure from above (six):
SMILES	ERK EGF block
CCNC(=O)c1ccc(N(C)S(=O)(=O)c2cccs2)cc1	-2%[57.5 µM]
COc1ccc(OC)c(S(=O)(=O)N2CCNCC2)c1	9%[57.5 µM]
CC(NC(=S)Nc1ccccc1)C1COc2ccccc2O1 (stereo not drawn)	-1%
COC(=O)c1cccc(Oc2cccc(C(F)(F)F)c2)n1	-13%
O=C(Nc1cccc(S(=O)(=O)Nc2ccccc2Cl)c1)c1ccc(N2CCCC2)c([N+](=O)[O-])c1	14%
CCOC(=O)C(=NCCCN1CCOCC1)NNc1cccc(C(F)(F)F)c1	-5%

Further records
SMILES	ERK EGF block
O=C(O)CCCN1C(=O)C2C3CC(C2C1=O)C1C(c2ccccc2)c2sc(=O)n(-c4ccccc4)c2SC31 (stereo not drawn)	-1%
c1ccc(NCC2OCc3ccccc3CO2)cc1	5%
CCCCN(CC)CCCNC(=O)c1ccc(CSc2nc3ccncc3[nH]2)cc1	2%
N#CCc1c(C#N)c(N)nc(Nc2ccccc2)c1C#N	-4%[57.5 µM]
CC(=O)CSc1nc2cc3c(cc2cc1C#N)OCCO3	18%
Cc1ccc(SCC(=O)NCC2CCCO2)cc1 (stereo not drawn)	-10%
CCN(CC)S(=O)(=O)c1cccc(C(=O)NCC(c2ccccc2)N(C)C)c1 (stereo not drawn)	-13%
Cc1cc(C)cc(N(CC(=O)Nc2ccccc2-c2ccccc2)S(=O)(=O)c2ccccc2)c1	6%
COC(=O)c1cc2nc(-c3ccc(C)cc3)cc(C(F)(F)F)n2n1	32%
COc1ccc(NC(=O)C(c2ccc(C)cc2)N(C)C(=O)CC2NC(=O)NC2=O)cc1 (stereo not drawn)	3%
COC(=O)Cc1[nH]n(-c2ccccc2)c(=O)c1C=Nc1ccc(C)cc1	-23%[57.5 µM]
Cn1c(SCc2ccccc2)nnc1-c1ccco1	6%
Nc1ccccc1C(=O)Nc1ccc(Cl)cc1Cl	-10%[57.5 µM]
O=C(NN1CCOCC1)c1cc(-c2ccc(Cl)c(Cl)c2)nc2ccccc12	6%
Cc1cc(CC(=O)O)n(C)c1C(=O)c1ccc(Cl)cc1	17%
O=C(N/N=C/c1c(-c2ccccc2)[nH]c2ccccc12)c1cccnc1	-4%
O=C(NCc1n[nH]c(=S)n1-c1ccc(F)cc1)c1ccc(S(=O)(=O)N2CCOCC2)cc1	1%[57.5 µM]
COc1ccc(CN2C(=O)c3oc4ccccc4c(=O)c3C2c2ccc(O)c(OC)c2)cc1 (stereo not drawn)	?

Four entries from above in another layout:
CC(=O)CSc1nc2cc3c(cc2cc1C#N)OCCO3
  ERK EGF block = 18%
O=S(=O)(c1ccc(NC(=S)NN=C(C2CC2)C2CC2)cc1)N1CCOCC1
  ERK EGF block = -7%[57.5 µM]
CN(C)c1nc(Cl)nc(N(C#N)CCOc2ccccc2)n1
  ERK EGF block = 0%
CC1CCN(CC(=O)Nc2ccc(S(=O)(=O)NC3CC3)cc2)CC1
  ERK EGF block = -1%[57.5 µM]

Assay outcomes (PubChem BioAssay)
